# VIM-2 inhibitor – VIM-2 metallo-beta-lactamase inhibitors, primary screen, biochemical, epi-absorbance readout, Pseudomonas aeruginosa enzyme | purified VIM-2, nitrocefin hydrolysis, epi-absorbance fluorescence | inhibition, % at 5.6 µM | AID 1527, 2009 | 0.89% of 290,000 active;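 active = inhibition above the mean of all tested compounds plus 3 SD, cutoff set per screening run, cut at about 7.5% in these data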;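 also: red hydrolysis product quenches plate fluorescence so inhibitors raise well fluorescence; 0% = enzyme with DMSO and 100% = DMSO without enzyme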
# HCV NS3 hel inh – inhibitors of HCV NS3 helicase, primary screen, biochemical, Cy5 molecular beacon fluorescence. Hepatitis C virus NS3 helicase. NS3 helicase DNA unwinding. inhibition, % at 10.9 µM. 0.56% of 290,000 active;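 active = inhibition above the mean of all tested compounds plus 3 SD, set per campaign, cut at about 35% in these data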;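 also: 0% = DMSO wells and 100% = thioflavine S control wells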
#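 Compound dosing – single dose, 10.9 µM nominal final, DMSO 0.8% final · System – NS3 helicase fragment of HCV · Buffer or medium – MOPS pH 6.5, MgCl2, DTT, Tween20, BSA · Signal – Cy5 beacon fluorescence read at start and 1 h · Also added – annealed dual-labelled DNA beacon duplex, ATP-started · Schedule – 1 h at 25 °C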
# pCIP destab – p/CIP-EGFP fusion destabilizers, primary screen, fluorescence, F442A cells. Q05BA5. 16 h. decrease of EGFP signal, % at 10 µM. 0.01% of 290,000 active;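 active = EGFP signal decrease of at least 30% at 10 µM or well 3 SD below plate mean, unless failing retest; inactive = the rest, including hits failing retest or dose response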; also: some compounds called inactive have numbers as strong as hits; many of its hits are not listed in these tables
# CRFBP-R2 block – antagonists of CRF-BP/CRF-R2 complex, primary screen, cell-based, HEK293, calcium dye fluorescence, uHTS; CRF-induced calcium fluorescence; inhibition, % at 11.8 µM; 0.59% of 350,000 active; AID 588475, 2011;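 active = inhibition of the ligand-induced calcium signal above about 50% at the single tested concentration, limit read from the data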
# IDE act – human IDE activators in live cells, primary screen, fluorescence polarization, HEK cells, FAbeta-B substrate. Insulin-degrading enzyme (Homo sapiens), P14735. FAbeta-B cleavage; 0% vehicle, 100% cell-free pure enzyme wells. activation, % at 5.96 µM. 0.073% of 340,000 active. AID 493087, 2011;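 active = activation above the mean of all tested compounds plus 3 SD, set per screening campaign, cut at about 17% in these data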
# GalR3 antag – GalR3 antagonists in HEK293 cells, primary screen, cell-based, fluorescence readout | Galanin receptor type 3 (Homo sapiens), O60755 | HEK293 GalR3-CNG cAMP membrane potential fluorescence; galR3 body fused to GalR1 C-terminus | inhibition, % at 3 µM | 0.44% of 360,000 active | AID 651719, 2012;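 active = inhibition above the screen-wide average plus 3 SD, cut at about 13% in these data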;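 also: forskolin and galanin both at EC90 stimulate the cells; cAMP rise reported by CNG channel membrane potential dye signal; 0% = forskolin plus galanin with DMSO and 100% = forskolin alone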
# Target sequence (O60755 1-299 limits assumed): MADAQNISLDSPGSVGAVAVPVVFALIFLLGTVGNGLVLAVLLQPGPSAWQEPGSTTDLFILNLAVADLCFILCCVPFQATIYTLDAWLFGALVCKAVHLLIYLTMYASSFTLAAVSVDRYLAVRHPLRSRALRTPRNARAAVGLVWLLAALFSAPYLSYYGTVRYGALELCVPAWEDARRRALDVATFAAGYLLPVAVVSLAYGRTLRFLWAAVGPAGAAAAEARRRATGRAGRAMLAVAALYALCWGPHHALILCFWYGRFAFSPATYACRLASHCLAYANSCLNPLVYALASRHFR
# IDE inh – human IDE inhibitors in live cells, primary screen, fluorescence polarization, HEK cells, FAbetaB substrate; inhibition, % at 5.59 µM; AID 434962, 2010; Insulin-degrading enzyme (Homo sapiens), P14735; 0.41% of 320,000 active; FAbetaB cleavage;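 active = percent inhibition above the average of all tested compounds plus 3 SD, set per screening campaign, cut at about 16% in these data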;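 also: IDE supplied by intact live HEK cells; FP after avidin binding of uncleaved biotin substrate so inhibition keeps polarization high; 0% = DMSO wells and 100% = 60 µM reference IDE inhibitor Ii1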
# IMP-1 inh – IMP-1 metallo-beta-lactamase inhibitors, primary screen, biochemical, epi-absorbance readout, Pseudomonas aeruginosa enzyme | inhibition, % at 5.6 µM | 0.45% of 290,000 active | purified IMP-1, nitrocefin hydrolysis, epi-absorbance fluorescence;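 active = inhibition above the mean plus 3 SD of all compounds in the same screening run, cut at about 4.5% in these data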;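 also: 0% = IMP-1 with DMSO and 100% = DMSO wells lacking enzyme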
#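 Material – recombinant IMP-1 enzyme, purified · Amount – IMP-1 0.2 nM before substrate addition · Medium – HEPES buffer pH 7.1 with ZnSO4 and Brij 35 · Timing – 25 °C, 15 min preincubation, 25 min reaction · Measured by – plate fluorescence quenching by hydrolysis product, ex 480/em 530 nm · Read-out – percent enzyme inhibition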
# UBC9 SUMO inh – inhibitors of in vitro SUMOylation cascade, primary screen, biochemical, HTRF, uHTS. SUMO-conjugating enzyme UBC9 (Homo sapiens), P63279. 0.36% of 290,000 active. inhibition, % at 35 µM. AID 2006, 2009. HTRF SUMOylation assay, SAE1/SAE2 + UBC9; in the data active = inhibition above about 50%, passing the limit was not always enough; also: strong numbers were not always called active
# Target sequence (P63279 whole entry, looked up): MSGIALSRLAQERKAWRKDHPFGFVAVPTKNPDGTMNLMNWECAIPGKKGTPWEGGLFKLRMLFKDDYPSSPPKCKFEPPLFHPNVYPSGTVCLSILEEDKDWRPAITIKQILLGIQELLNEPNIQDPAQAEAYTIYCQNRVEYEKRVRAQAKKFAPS
# * = called active by the depositor; . = not tested or not shown.
compound	VIM-2 inhibitor	HCV NS3 hel inh	pCIP destab	CRFBP-R2 block	IDE act	GalR3 antag	IDE inh	IMP-1 inh	UBC9 SUMO inh
CCN1CCN(C(=O)CN(c2ccccc2C)S(C)(=O)=O)CC1	1.9	-1	-2	-5	-3	-3	-1	-1.8	7
CCN(Cc1ccccc1)C(=O)CSc1nc(C)cc(=O)[nH]1	-1.0	-6	6	23	4	-6	3	-2.1	13
CCCN(CC(=O)Nc1cc(Cl)ccc1Cl)C(=O)c1ccccc1SCC(=O)N1CCCC1	.	.	.	-7	5	-1	2	.	.
Cc1ccc(N(C=NC#N)CC(=O)N2CCN(c3ccccc3)CC2)cc1	-2.0	-2	-6	5	-2	-4	6	-2.5	1
CC(C)(C#CC(O)(c1ccccc1)c1ccccc1)N1CCCCC1	-1.8	-13	-5	6	10	-8	8	-5.6	-4
O=C(/C=C/c1ccccc1[N+](=O)[O-])NC1CCCC1	-2.8	-5	-1	-11	3	-4	0	-2.9	15
COCCN(C(=O)COC(=O)CSc1ccc(Cl)cc1)c1c(N)n(Cc2ccccc2)c(=O)[nH]c1=O	.	.	.	-16	3	3	4	.	.
O=C(COC(=O)c1ccc(O)cc1O)NC1CCS(=O)(=O)C1 (stereo not given)	-1.0	-2	6	14	1	-2	3	-2.5	19
O=C(NCc1n[nH]c(=O)c2ccccc12)C1CC(=O)N(c2ccccc2)C1 (stereo not given)	.	.	.	-1	4	-3	5	.	.
CCOC(=O)c1c(C)[nH]c(C)c1S(=O)(=O)N(C)CC(=O)N1CCN(c2ccc(OC)cc2)CC1	0.0	3	5	-1	3	-8	2	-1.2	-7
CC(=O)c1ccc(N2CCN(C(=O)C3CCN(S(=O)(=O)c4cccs4)CC3)CC2)cc1	-4.3	-9	-5	2	-7	-7	11	-4.1	10
CCN1C=C(Cc2ccccc2C)C2=C(C1)C(c1ccccc1C)C(C#N)=C(N)O2 (stereo not given)	-1.9	-1	2	-12	2	-2	4	-2.2	6
Cc1cccc(C2=NNC(=O)C(c3ccc(Cl)cc3)C2)c1 (stereo not given)	-3.5	-5	6	-30	0	-6	-4	-3.4	-13
O=C(Nc1cc(=O)[nH]c(=O)[nH]1)c1cccc(Br)c1	-1.5	3	-3	10	4	-4	-1	-2.6	10
O=C(NCCCn1ccnc1)c1ccc(Cl)cc1[N+](=O)[O-]	-0.3	2	9	-15	-1	-4	6	-2.2	0
Cc1nnc(C)c2c(C)n(-c3cccc4cccnc34)c(C)c12	-0.4	-4	-11	.	.	.	2	-1.2	8
COc1ccc(CC(=O)Nc2nnc(-c3cccc([N+](=O)[O-])c3)s2)cc1	-3.6	-3	-3	-10	7	.	1	-0.4	8
Nc1nc(SCC(=O)Nc2ccc(S(N)(=O)=O)cc2)n[nH]1	-0.4	1	1	-14	-1	-5	-5	-3.9	9
Cc1ccc(/C=C/C(=O)NCc2ccncc2)cc1	-2.1	-4	-2	11	-1	3	0	0.2	12
CCc1nnc(SCC(=O)Nc2ccccc2)n1CC1CCCO1 (stereo not given)	-2.0	4	0	3	3	-4	.	-4.3	-3
CCCn1cnc2scc(-c3ccc(C)c(C)c3)c2c1=O	-1.0	-4	-6	8	-3	-2	1	-1.9	1
CCc1cccc(C)c1NC(=S)NCC(c1cccnc1)N(C)C (stereo not given)	-4.0	7	5	11	3	-5	0	-2.2	9
CSc1ccc(S(=O)(=O)NCc2ccc(Cl)cc2Cl)cc1	-3.0	-4	-6	0	4	1	5	-0.9	7
C/C(=N\NC(=O)c1nnn(-c2nonc2N)c1CSc1ccccc1)c1cccnc1	-5.1	-18	7	-1	7	-8	-5	-2.2	6
O=C(CCC1CCCCC1)NCc1ccc(F)cc1	-3.6	7	-7	-21	4	3	0	-2.2	-9
Cc1ccc2nc(NC(=S)NC(=O)c3ccco3)sc2c1	-0.7	21	-1	-18	3	2	1	-2.3	2
O=C(NCCc1cccc(C(F)(F)F)c1)C1CCC(=O)N(C2CC2)C1 (stereo not given)	-1.1	-9	-8	-17	4	-1	6	-3.1	5
Cc1noc(C)c1S(=O)(=O)N(C)C[C@H]1Oc2ccc(NC(=O)C3CCCCC3)cc2C(=O)N([C@H](C)CO)C[C@@H]1C	.	.	.	-4	4	-3	5	.	.
Cc1ccc(S(=O)(=O)N2CCCCC2)cc1NC(=O)c1ccc(Br)o1	.	.	.	-2	3	-1	4	.	.
c1ccc(Nc2nc(NCC3CCCO3)c3ccccc3n2)cc1 (stereo not given)	-2.4	-36	4	-25	-8	2	3	-1.9	-2
CC1CCC2(CC1)NC(=O)N(CC(=O)Nc1ccc3c(c1)OCCCO3)C2=O (stereo not given)	.	.	.	-3	5	-7	-2	.	.
Cc1cccc(CN(CC(=O)N/N=C/c2cccs2)S(=O)(=O)c2ccc(Cl)cc2)c1	-1.2	-26	-1	-1	5	-3	3	-2.5	16
Cc1c(OCC(=O)NCc2ccccn2)ccc2c3c(c(=O)oc12)CCCC3	17*	-4	-9	-19	-1	1	-1	-1.2	10
CCOC(=O)CN1C(=O)C(C)(C)Oc2ccc(C(=O)Nc3ccccc3)cc21	-2.2	-3	11	2	2	-4	7	-1.1	-3
Cc1ccc(C)c(S(=O)(=O)N2CCN(C(=O)c3cnccn3)CC2)c1	-1.1	0	-5	24	-2	-7	-2	0.1	12
CC(Oc1ccc2ccc(=O)oc2c1)C(=O)NC1CC(C)(C)NC(C)(C)C1 (stereo not given)	-0.1	-2	-2	-5	5	1	0	-1.9	1
CCCc1nc2c(s1)CCc1onc(-c3ccc(OC)cc3)c1-2	.	.	.	3	4	1	-1	.	.
CC(C)=N/N=c1\scc(C)n1Cc1ccco1	-5.8	22	28	17	6	0	6	-3.3	-27
CC1=CCC2C(=O)N(c3ccc(Br)cc3C)C(=O)C2C1 (stereo not given)	0.7	-1	-11	5	0	-8	2	-5.7	-17
Cn1c(CNC(=O)c2ccccc2F)nnc1SCc1ccc(F)cc1	-3.1	0	0	2	-2	4	-1	-0.8	-1
Cc1ccccc1NC(=S)N/N=C/C(C)c1ccccc1 (stereo not given)	0.6	-2	0	0	-6	-7	2	-3.9	1
CCCN(CCC)CCCn1c(=O)[nH]c2ccccc21	0.8	-2	-8	14	1	-7	-1	-2.0	17
COCCn1c(SCCCC(=O)c2ccc(Br)cc2)nnc1-c1ccncc1	-5.7	1	-11	11	-3	18*	5	0.1	-4
O=C(O)/C(=C\c1cccc(F)c1)c1ccc(S(=O)(=O)N2CCCCC2)s1	-0.3	28	-14	16	2	4	2	0.3	9
O=C(CSc1ccc(-c2ccco2)nn1)NCCc1ccccc1	-4.2	15	8	1	2	2	-1	-2.9	10
COc1cccc(C(=O)Oc2cc3c4c(c2)C(C)=CC(C)(C)N4C(=O)C3=O)c1	-1.6	10	-14	-3	-5	24*	7	-2.1	-40
CCOc1ccc2nc(NC(=O)COc3ccc(N(C)S(=O)(=O)c4ccc(C)cc4)cc3)sc2c1	-0.7	-8	-11	-1	-10	-3	2	0.9	-5
COc1cc(OC)c(-c2nn3c(C4CCCCC4)nnc3s2)cc1OC	-1.2	7	-1	9	-6	0	3	-2.4	-6
O=C(CCSc1nnc(-c2ccco2)o1)Nc1ccc(Cl)cc1	-2.6	-3	-4	4	-5	-4	2	-2.5	-11
CCO[C@H]1OC(C(=O)NCc2nc3ccccc3[nH]2)=C[C@@H](C)[C@@H]1CCCO	0.4	-2	-10	2	1	-4	3	-0.9	-2

# In the list so far, these have a cyano group.
compound	VIM-2 inhibitor	HCV NS3 hel inh	pCIP destab	CRFBP-R2 block	IDE act	GalR3 antag	IDE inh	IMP-1 inh	UBC9 SUMO inh
Cc1ccc(N(C=NC#N)CC(=O)N2CCN(c3ccccc3)CC2)cc1	-2.0	-2	-6	5	-2	-4	6	-2.5	1
CCN1C=C(Cc2ccccc2C)C2=C(C1)C(c1ccccc1C)C(C#N)=C(N)O2 (stereo not given)	-1.9	-1	2	-12	2	-2	4	-2.2	6

# Later entries
compound	VIM-2 inhibitor	HCV NS3 hel inh	pCIP destab	CRFBP-R2 block	IDE act	GalR3 antag	IDE inh	IMP-1 inh	UBC9 SUMO inh
Cc1ccc(CN2CC(C(=O)NC3CCCC(C)C3C)CC2=O)cc1 (stereo not given)	.	.	.	-3	0	-6	-6	.	.
CCCCCCC1(C)NC(=S)N(c2ccccc2)N1 (stereo not given)	-2.7	-3	-8	5	4	-3	-9	-4.7	11
Cn1nnnc1NCc1cccc(Cl)c1Cl	0.1	5	1	12	4	1	-3	0.1	14
Cc1ccccc1OCCCn1c(=O)sc2ccccc21	0.5	-4	-4	-3	0	-7	-3	-2.4	-7
Cc1cc(O)cc(O)c1C(=O)Cc1ccccc1	-2.1	-2	-5	32	2	-5	9	-0.8	-7
CNS(=O)(=O)c1ccc(NC(=O)Nc2ccc3c(c2)OCO3)cc1	-3.4	-11	-2	10	-2	-2	.	-1.1	-5
COc1ccc(Cn2cc([N+](=O)[O-])nc2C)cc1[N+](=O)[O-]	-2.7	-1	0	11	7	-3	-1	-3.9	-2
CCOC(=O)c1sc(NC(=O)CSc2nnnn2-c2ccccc2)c(C(=O)OCC)c1C	-4.4	-1	-9	12	2	.	-7	-4.3	15
CCC(=O)NC(c1ccccc1)c1c(OC(C)=O)ccc2ccccc12 (stereo not given)	-0.1	-4	-8	-5	2	-11	-7	-1.5	6
COc1ccccc1N1CCN(S(=O)(=O)CCNC(=O)CC2CCCCC2)CC1	.	.	.	8	-3	1	4	.	.
Cc1ccc(-n2nc3c(=O)n(C(C)C(=O)NCc4ccco4)nc(C)c3c2C)cc1 (stereo not given)	-1.4	5	7	1	8	3	-5	-1.8	4
CCOC(=O)c1cc2sccc2n1CC(=O)Nc1ccc(OC)c(OC)c1	-2.1	0	0	-1	-1	-1	-1	-3.6	0
OCC1(Cc2cccc(F)c2)CCN(Cc2ccc3cccc(F)c3n2)CC1	-3.9	-8	-2	-16	7	-7	4	0.3	14
Cc1ccc(NC(=O)C2CCN(S(C)(=O)=O)CC2)cc1C	-0.3	1	-3	2	-3	-8	1	-1.1	2
CN(CCNS(=O)(=O)c1ccc2c(c1)oc(=O)n2C)Cc1ccccc1	-3.8	2	-7	20	-2	.	-4	-2.8	7
CCCn1c(SCC(=O)NCc2ccco2)nc2c1c(=O)n(C)c(=O)n2C	-2.1	9	-9	-5	5	-6	9	-3.1	4
